Compound activity: PubChem BioAssay, National Center for Advancing Translational Sciences (NCATS)
KB-3-1 cytotox – kills parental KB-3-1 adenocarcinoma cells | hit rate 1.4% among 400,000 | Potency, µM (series often up to 46.1 µM), for the others: at the highest dose activity change, negative = cytotoxic, usual class: cytotoxic | KB-3-1 viability, CellTiter-Glo ATP luminescence, 72 h | AID 1347075; further: on the % scale 0 is the no-effect control and ±100 the full control effect; nearly all actives have a fitted effect of over 60% in size
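KB-3-1 parental drug-naive adenocarcinoma cells in DMEM/10% FBS, incubated 72 h at 37 C with pin-transferred compounds across a concentration series. Viability by CellTiter-Glo luminescence; concentration-response curves fitted after normalization.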
GLP1R ag – agonists of human GLP-1 receptor; hit rate 0.007% among 380,000; HEK293 GLP-1R CRE-luciferase, luminescence, 4-6 h; cells express a hypersensitive GLP-1R form; Potency, µM (doses to about 45.6 µM), for inactives: top-dose activation, hits mostly activators; further: % of control where 0% means no effect
Target sequence (P43220 whole entry, looked up): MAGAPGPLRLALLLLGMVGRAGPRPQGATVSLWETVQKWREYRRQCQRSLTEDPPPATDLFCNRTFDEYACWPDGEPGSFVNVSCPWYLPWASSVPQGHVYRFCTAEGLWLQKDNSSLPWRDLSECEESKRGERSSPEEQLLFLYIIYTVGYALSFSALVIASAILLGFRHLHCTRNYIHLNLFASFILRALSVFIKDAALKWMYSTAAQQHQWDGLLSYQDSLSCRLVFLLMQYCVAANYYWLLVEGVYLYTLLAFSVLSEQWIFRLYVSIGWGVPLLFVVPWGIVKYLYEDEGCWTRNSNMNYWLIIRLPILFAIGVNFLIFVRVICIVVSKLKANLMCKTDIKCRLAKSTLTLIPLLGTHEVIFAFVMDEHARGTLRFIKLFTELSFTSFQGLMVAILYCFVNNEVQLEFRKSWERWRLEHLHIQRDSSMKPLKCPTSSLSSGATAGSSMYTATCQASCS
SW480 rereplic – DNA re-replication induction in SW480 cells; SW480 DNA re-replication, Hoechst DNA content imaging, 48 h; Potency, µM (highest dose often 46.1 µM), for inactives: at the highest dose re-replication activation, most hits filed as activators; hit rate 1.8% among 340,000; AID 624297; further: % of control where 0% means no effect; nearly all actives have a fitted effect of over 55% in size
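Readout is total intensity of Hoechst-stained nuclei, excited at 405 nm and collected at 500-530 nm. Compound treatment lasted 48 hr at 37 C in 5% CO2 before staining.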
HT1080-NT tox – kills 2HG-producing HT-1080-NT fibrosarcoma cells; Potency, µM (series often up to 46.1 µM), without a hit: at the highest dose activity, negative = less viability, hits mostly cytotoxic; hit rate 1.6% among 360,000; HT-1080-NT fibrosarcoma viability, CellTiter-Glo ATP luminescence, 48 h;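 further: NT is the 2HG producing partner of a matched IDH1 knockdown line; 0% = DMSO-treated cells and -100% = media-only wells without cells; nearly all actives have a fitted effect of over 55% in size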
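Fibrosarcoma NT cells, 750 per well in 5% FBS RPMI, were exposed to compound for 48 hours. Viability: CellTiter-Glo luminescence.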
HT1080 IDH1KD tx – kills HT-1080 cells with IDH1 knockdown | HT-1080 IDH1 knockdown viability, ATP luminescence, 48 h | Potency, µM (titrated, usually from 46.1 µM), inactives show at the top dose activity, negative = toxicity, most hits filed as cytotoxic | hit rate 2% among 360,000;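 further: 0% = DMSO wells and -100% = cell-free medium wells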
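Luminescent ATP read-out (CellTiter-Glo, 10 min at room temperature) after 48 h compound exposure at 37 °C gave viability of IDH1-knockdown HT-1080 cells. Activity was normalised to DMSO and cell-free wells, then fitted as concentration-response curves.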
KB-V1 MDR tox – kills drug-selected multidrug resistant KB-V1 cells; KB-V1 MDR cells viability, CellTiter-Glo, 72 h; Potency, µM (highest dose often 46.1 µM), inactives show at the top dose activity change, negative = cytotoxicity, most hits filed as cytotoxic; hit rate 3.4% among 400,000; further: on the % scale 0 is the no-effect control and ±100 the full control effect; nearly all actives have a fitted effect of over 60% in size
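Potencies derive from concentration-effect curves fitted to normalized luminescence (CellTiter-Glo) of KB-V1 cells treated for 72 h at 37 degrees C in phenol-red-free DMEM containing 10% FBS.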
GLP1R cytotox – cytotoxicity in counter-screen for GLP-1R inverse agonists; AID 624418; Potency, µM (doses to about 38.3 µM), for the others: top-dose activity change, negative = inhibition, usual class: inhibitors; hit rate 0.13% among 410,000; HEK293 cAMP-luciferase reporter cells, luminescence, 24 h;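 further: loss of luciferase light is scored as toxicity; on the % scale 0 is the no-effect control and ±100 the full control effect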
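Compound-treated cells are incubated 24 hr at 37 deg C under 5% CO2 after a 12 hour attachment period, then luciferase detection reagent is added and luminescence is measured following 12 min at room temperature; lowered signal indicates toxicity.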
GLP-1R inv ag – acts as inverse agonist at human GLP-1 receptor | P43220 | HEK293 GLP-1R CRE-luciferase, luminescence, 24 h; GLP-1R form is constitutively active | Potency, µM (highest dose often 38.3 µM), for the others: at the highest dose activity change, negative = inhibition, hits mostly inhibitors | hit rate 1.6% among 410,000; further: on the % scale 0 is the no-effect control and ±100 the full control effect; nearly all actives have a fitted effect of over 55% in size
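GLP-1R inverse agonism mode: basal reporter luminescence in engineered HEK293 cells measured after one day of compound exposure at 37 deg C, with a 12 min room-temperature detection step.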
TDP-43 yeast inh – TDP-43 toxicity inhibition in yeast; Potency, µM (doses to about 46.1 µM), for the others: top-dose growth rescue (activation), actives largely listed as activators; hit rate 1.8% among 410,000; TDP-43 expressing yeast growth rescue, BacTiter-Glo, 24 h; further: % of control where 0% means no effect; nearly all actives have a fitted effect of over 50% in size
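In this qHTS, compounds that restore growth of yeast expressing TDP-43 appear as activators. Cells (OD600=0.02, galactose medium, raffinose-pregrown) are incubated with compound 24 hr at 30 deg C and growth is quantified by BacTiter-Glo.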
* marks the source's active call; other numbers are inactive results; u = inconclusive; x = not tested or not shown; [ ] = remark or other dose. The call rests on the fitted dose curve; in most records, active means well fitted curve in the direction sought with a large enough effect; inconclusive means small, poorly fitted or top-dose-only effect, or another doubt; inactive means no such curve, though single readings can be large; an effect the other way counts as inactive or inconclusive. Potency means the concentration at half of the fitted maximal effect. Not a hit list. About 9.4% of those tested had a hit in this group.

| molecule | HT1080-NT tox | KB-V1 MDR tox | GLP1R ag | GLP-1R inv ag | SW480 rereplic | GLP1R cytotox | KB-3-1 cytotox | HT1080 IDH1KD tx | TDP-43 yeast inh |
| --- | --- | --- | --- | --- | --- | --- | --- | --- | --- |
| O=C1c2ccc(-c3ccc(Cl)c(C(F)(F)F)c3)cc2S(=O)(=O)c2cccc(C(=O)N3CCN(c4ncc(Br)cn4)CC3)c21 | 16% | -9% | 5% | 7% | -94%[inhibitor] | -10% | 0% | 10% | 7% |
| CCCCNC(=O)Nc1ccc(C2SCCS2)cc1 | -20% | -19% | 10% | u | -14% | 16% | -4% | -12% | 23% |
| Cc1cc(=O)n2[nH]cc(-c3ccccc3)c2n1 | -24% | 1% | -5% | 2% | -61%[inhibitor] | 0% | -1% | -8% | -10% |
| COc1ccc(N(CC(=O)N2CCCCCC2)S(=O)(=O)c2ccccc2)cc1 | 2% | -15% | 1% | -12% | 1% | -5% | 14% | 10% | -23% |
| Cc1ccc(-c2csc(N(CCc3ccccc3)C(=O)COc3ccccc3)n2)cc1 | -4% | -5% | -4% | 6% | 0% | 4% | -17% | 2% | -6% |
| O=C(Nc1ccc(Br)cc1)c1cc(-c2ccc3c(c2)OCO3)on1 | u | -5% | 5% | 14% | -9% | -7% | u | 10% | 5% |
| Cc1cccc2c(-c3ccccc3)cc(=O)[nH]c12 | -15% | -4% | 3% | 19% | -5% | -14% | 19% | u | 6% |
| COc1ccc(Cl)cc1NC(=O)CSc1nc(-c2ccccc2)cc(=O)[nH]1 | 2% | -10% | -4% | -13% | -15% | -18% | 9% | -2% | 1% |
| COc1ccc(/C=N/n2c(C)cc(C)c(C(N)=O)c2=O)cc1 | 17% | 18% | -7% | 14% | 0% | -13% | -2% | 21% | -23% |
| COc1nc(N(C)C)nc(N(OC)S(=O)(=O)c2ccccc2Cl)n1 | -4% | u | 8% | 41%[activator] | -2% | 70%[activator] | 5% | 0% | -4% |
| C[C@H](O)CC1=C[C@H](O)[C@@H](C)OC1=O | 13% | u | 6% | 1% | -23% | -3% | 0% | 14% | 6% |
| COc1ccccc1/C=C1\SC(=S)N(N2C(=O)CCCC2=O)C1=O | 11% | 7% | 5% | 10% | 10% | 1% | 21% | 10% | -12%[9.22 µM] |
| Cc1cc(NC(=O)c2ccc3c(c2)C(=O)N(Cc2cccnc2)C3=O)no1 | -1% | 15% | -10% | 20% | 7% | 62%[activator] | 1% | 11% | -5% |
| Clc1ccc(-c2cc(C3CCNCC3)[nH]n2)c(Cl)c1 | 23µM* | u | 20% | u | u | 1% | u | 23µM* | -17% |
| CCOC(=O)Cc1ccc(NC(=O)Nc2nnc(N3CCCCC3C)s2)cc1 (stereo not drawn) | x | 0% | x | u | x | -13% | -14% | x | 20% |
| CCc1nnc(NC(=O)CCC(=O)Nc2ccccc2)s1 | 3% | -1% | 5% | 7% | 0% | 11% | -3% | 5% | 15% |
| CCOC(=O)c1c(C)oc2nc(C)nc(Nc3ccc(CC)cc3)c12 | x | 3% | x | 2% | x | 7% | 2% | x | 4% |
| O=C(CCN1C(=O)c2ccccc2C1=O)NC1=NCCS1 | -3% | 2% | -7% | 10% | -6% | -11% | -3% | 0% | 4% |
| Cc1c(NC(=O)CSc2nnnn2C)c(=O)n(-c2ccccc2)n1C | 14% | 21% | -1% | 6% | 4% | -4% | 10% | 24% | 0% |
| Cc1ccc(C(=O)NC2c3ccccc3-c3ccccc32)cc1 | u | 5.2µM* | -21% | -15% | 13µM* | 8% | 6.5µM* | 2.6µM* | 2% |
| CCOC(=O)c1c(NC(=O)C2=C(C)NC(=S)NC2c2ccc(F)cc2F)sc(C)c1C (stereo not drawn) | -16% | u | 13% | -23% | u | 4% | u | u | 14% |
| CC(OC(=O)CC1CC2CCC1C2)C(=O)Nc1cccc(S(=O)(=O)N2CCOCC2)c1 (stereo not drawn) | -3% | -20% | 17% | u | -129%[inhibitor] | 1% | -7% | 0% | -15% |
| O=C(NCC(=O)N1CCN(Cc2ccc3c(c2)OCO3)CC1)c1ccccc1F | 8% | 0% | -1% | 2% | -1% | 2% | 13% | 7% | -3% |
| CCC(CC)NC(=O)Nc1ccc(F)cc1F | 9% | -19% | -1% | 8% | -3% | 4% | -1% | 15% | -8% |
| CCOC(=O)C1(CCc2ccccc2)CCN(Cc2ccc(C(=O)OC)cc2)CC1 | -2% | -4% | 7% | u | u | -5% | 1% | -10% | 1% |
| CCCNC(=O)Cn1c(=O)oc2cc(S(=O)(=O)N3CC(C)CC(C)C3)ccc21 (stereo not drawn) | -2% | -9% | -4% | -22% | -31%[inhibitor] | 6% | 0% | -2% | -8% |
| Cc1nc(Cl)c(C(=O)NCc2ccccc2)c(C)c1[N+](=O)[O-] | 0% | 3% | 10% | u | -7% | -4% | 21% | 17% | 6% |
| CC(C)N1C(=O)CCN(C=O)c2ccccc21 | 8% | 0% | 6% | 2% | -79%[inhibitor] | -5% | -1% | 9% | -7% |
| COc1ccc(-c2cc(C(=O)N3CCN(c4ncccn4)CC3)c3ccccc3n2)c(OC)c1 | -13% | u | 0% | -13% | 11% | -21% | 4% | 0% | u |
| CCc1ccc(OCC(=O)Nc2ccc(S(=O)(=O)Nc3cc(C)on3)cc2)c(Br)c1 | 4% | x | 8% | -11% | 0% | -5% | x | 0% | 12% |
| Cc1cc(C)cc(C(O)c2ncc(-c3ccc(C(F)(F)F)cc3)[nH]2)c1 (stereo not drawn) | u | -7% | 1% | u | x | u | 0% | u | 12% |
| CC1CCCCC1NCC(=O)Nc1ccccc1-c1ccccc1 (stereo not drawn) | -4% | 0% | 5% | 4.5µM* | -5% | 0% | -18% | -7% | -13% |
| CCOC(=O)c1c(NC(=O)CCN2C(=O)c3ccccc3C2=O)sc(C(=O)OC(C)C)c1C | 7% | u | -13% | 7% | 0% | 11% | 1% | -11% | -13% |
| CCOC(=O)C1CCN(CC(O)COc2ccc(C(C)(C)C)cc2)CC1 (stereo not drawn) | u | -1% | 0% | u | 9% | u | -5% | u | -17% |
| COc1cc2c(cc1OC)C(NC(=O)C(F)(F)F)CNC2=O (stereo not drawn) | 1% | 0% | -4% | -9%[7.66 µM] | 1% | 11%[7.66 µM] | -3% | 9% | 10% |
| CC1CCCCN1C(=O)CSc1nnc2c(n1)[nH]c1ccccc12 (stereo not drawn) | 11% | u | 3% | 4% | -19% | -1% | -16% | 7% | 8% |
| O=C(O)Cc1c(-c2ccccc2)c2cc(Br)ccc2[nH]c1=O | -1% | -18% | -2% | 7% | 6% | 4% | -2% | -1% | -23% |
| CN(CC(=O)Nc1ccccc1Cl)C(=O)COC(=O)c1ccc([N+](=O)[O-])s1 | -2% | 8% | -4% | 11% | u | 2% | -13% | -8% | -67%[inhibitor] |
| COc1ccc(C(=O)NCc2ccco2)cc1S(=O)(=O)NC1CC1 | 0% | 1% | 4% | 15% | -15% | 4% | -8% | 2% | 20% |
| S=C1NCN(C2CCCCC2)CN1CCc1ccccc1 | -4% | -24% | 17% | u | 9% | u | -8% | -3% | u |
| CC(C)Cc1nnc(NC(=O)CCc2ccccc2)s1 | 4% | -29% | 7% | -15% | 3% | 5% | 4% | 3% | 25% |
| O=c1cc(-c2ccc(Cl)cc2)oc(=O)[nH]1 | 1% | -9% | 3% | -12% | 0% | 2% | -1% | 3% | 4% |
| Cc1cccc(C(=O)OCC(=O)NN2C(=O)NC3(CCCCC3)C2=O)c1 | 9% | 10% | -2% | -7% | -9% | -24% | 2% | 4% | -2% |
| COc1cc(C2C(C(=O)c3sc(C)nc3C)=C(O)C(=O)N2CCN(C)C)cc(OC)c1OC (stereo not drawn) | 14% | -9% | 13% | 12% | -2% | 9% | 18% | 3%[9.24 µM] | -1% |
| CCOc1cc(C(=O)Nc2cccc(OCC(=O)N3CCOCC3)c2)cc(OCC)c1OCC | 9% | -2% | 7% | 7% | -13% | 7% | -2% | 22% | -11% |

Reprinted from the part before: three compounds, then new ones.
| molecule | HT1080-NT tox | KB-V1 MDR tox | GLP1R ag | GLP-1R inv ag | SW480 rereplic | GLP1R cytotox | KB-3-1 cytotox | HT1080 IDH1KD tx | TDP-43 yeast inh |
| --- | --- | --- | --- | --- | --- | --- | --- | --- | --- |
| Cc1cccc(C(=O)OCC(=O)NN2C(=O)NC3(CCCCC3)C2=O)c1 | 9% | 10% | -2% | -7% | -9% | -24% | 2% | 4% | -2% |
| COc1cc(C2C(C(=O)c3sc(C)nc3C)=C(O)C(=O)N2CCN(C)C)cc(OC)c1OC (stereo not drawn) | 14% | -9% | 13% | 12% | -2% | 9% | 18% | 3%[9.24 µM] | -1% |
| CCOc1cc(C(=O)Nc2cccc(OCC(=O)N3CCOCC3)c2)cc(OCC)c1OCC | 9% | -2% | 7% | 7% | -13% | 7% | -2% | 22% | -11% |
| Cc1ccc(C)c(S(=O)(=O)NCCc2csc(-c3ccc(Cl)cc3)n2)c1 | x | -25% | x | u | x | -1% | -18% | x | 22µM* |
| Cc1ccc(C(=O)N/C(=C/c2ccco2)C(=O)Nc2cccc(C)c2)cc1 | -19% | u | 10% | -18% | -1% | 1% | -8% | -8% | 5% |
| CCOc1ccc(CCNC(=O)COC(=O)CCC(=O)c2cccs2)cc1OCC | -4% | -1% | -2% | 17% | -1% | -6% | 25% | -4% | -3% |
| Cc1cnc(C(=O)Nc2nccs2)cn1 | 9% | 4% | -2% | 0% | 0% | -5% | 8% | 5% | 6% |
| CCOC(=O)C1CCN(C(=O)c2[nH]c3ccc(OC)cc3c2C)CC1 | 13% | -4% | 17% | -18% | 3% | 0% | 3% | 7% | 23% |
| O=C(NC(=O)c1ccc(F)cc1)Nc1ccc(-c2cc(C(F)(F)F)nn2-c2ccccc2)cc1 | x | 1% | x | 11% | x | 12% | -6% | x | 17% |
| CC(C)C(NC(=O)c1ccc(C(C)(C)C)cc1)C(=O)O (stereo not drawn) | 4% | 10% | -8% | -1% | -16% | -1% | 1% | 4% | -3% |
| Cc1cc(-c2ccc(C)c(S(=O)(=O)N3CCN(c4cccc(C(F)(F)F)c4)CC3)c2)on1 | x | 20% | x | 9% | x | 2% | u | x | 10% |
